# Bioassay records: PubChem, several laboratories
# Siah-1 displacement: Siah-1 peptide-binding antagonists, primary screen, biochemical, fluorescence polarization, rhodamine-plectin, uHTS (AID 1817). Siah-1 / rhodamine-plectin peptide fluorescence polarization; higher % means a stronger effect. displacement, % at 20 µM, or IC50 in µM where a hit was titrated. 0.02% of 290,000 active;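 active means displacement of at least 50% at 20 µM, with a fluorescence ratio check between 0.3 and a set limit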;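 further: plate controls were Siah plus tracer with DMSO for no effect and tracer alone without Siah for full effect; strong numbers were not always called active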
# human PMI inhibition: MPI enzyme activity inhibition – biochemical, fluorescence intensity, coupled assay, primary screen (AID 1209); purified PMI enzyme, coupled fluorescence intensity; higher % means a stronger effect; inhibition, % at 20 µM; hits with a dose series show IC50 in µM; 0.42% of 190,000 active;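 further: plate controls were DMSO vehicle for no effect and wells lacking substrate for full effect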
# PhoP inhibition: inhibitors of PhoP regulon expression, primary screen, Salmonella Typhimurium, GFP reporter (AID 1863) | 0.16% of 300,000 active | S. Typhimurium PhoP-regulated promoter GFP reporter, 4 h; higher % means a stronger effect | one-dose inhibition, % at 50 µM; IC50 in µM for titrated hits;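 active means inhibition over 29.93%, a cutoff 3 SD above the screen mean, later confirmed by dose response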;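 further: 0% = low Mg2+ inducing control and 100% = high Mg2+ repressing control; strong numbers were not always called active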
# Myeloid diff 2: compounds promoting myeloid differentiation; ER-HoxA9 myeloid progenitors, lysozyme-GFP differentiation, flow cytometry; calls only at 10 µM; 1% of 360,000 active; AID 624256;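 active means normalized GFP-positive differentiation at or above the plate's own cutoff, the solvent-only control mean plus 3 SD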;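 further: cells exposed to compound for four days before flow analysis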
# TNAP activators: stimulation of alkaline phosphatase TNAP activity – biochemical, luminescent, no phosphate acceptor, uHTS, primary screen (AID 1001) | purified TNAP, luminescent activation assay, no phosphate acceptor; higher activation fold means a stronger effect | activation fold at 20 µM; hits with a dose series show EC50 in µM | 0.03% of 200,000 active; in the data active means activation fold from about 3, or a potency from the dose series; inactive means the rest, 99 in 100 with activation fold below about 1.6; further: many of its hits are not listed in these tables
# XIAP antagonists: small molecules displacing peptide from XIAP – biochemical, IAP family, fluorescence polarization (AID 1018). XIAP BIR domain, fluorescence polarization peptide displacement; higher % means a stronger effect. displacement, % at 20 µM, or IC50 in µM where a hit was titrated. 0.007% of 200,000 active; in the data active means displacement above about 50%; further: a part of the inactive calls stands beside numbers as strong as those of hits
# RSV CPE inhibition: inhibition of RSV-induced cytopathic effect – HEp-2 cells, primary 10 µM value included (AID 2391). 0.13% of 310,000 active. HEp-2 cells, RSV-induced CPE inhibition; higher % means a stronger effect. CPE inhibition, % at 10 µM; hits with a dose series show IC50 in µM; in the data active means a potency from the dose series; further: strong numbers were not always called active
# WT yeast gro inh: growth inhibition of WT yeast, mitochondrial fusion screen; mitochondrial fusion phenotypic screen, WT strain; inhibition, % at 10 µM; 2.1% of 190,000 active; AID 1362; in the data active means inhibition above about 58%; tested in S. cerevisiae
# human PMI inhibitors: human PMI inhibitors, high substrate, primary screen, biochemical, fluorescence intensity, high mannose 6-phosphate (AID 1220) | recombinant PMI enzyme, coupled fluorescence intensity; higher % means a stronger effect | inhibition, % at 20 µM; hits with a dose series show IC50 in µM | 0.66% of 190,000 active
# WT yeast gro inh mutant strain: further read-out of WT yeast gro inh, marked with its call; inhibition, %; mitochondrial fusion phenotypic screen, mutant strain inhibition
# Myeloid diff 2 GFP+ MAC1+ %: recorded beside Myeloid diff 2, whose call it bears; GFP+ MAC1+ double positive, %; measured here: differentiation confirmed by MAC1 staining
# * = called active by the depositor; i = inactive; x = no result given. Unless noted, no stated cut-off is given here; in the data, active means inhibition above about 50%; inactive means the rest.
SMILES,Siah-1 displacement,human PMI inhibition,PhoP inhibition,Myeloid diff 2,Myeloid diff 2 GFP+ MAC1+ %,TNAP activators,XIAP antagonists,RSV CPE inhibition,WT yeast gro inh,WT yeast gro inh mutant strain,human PMI inhibitors
Cc1ccccc1C(=O)Nc1ccccc1C(=O)N/N=C\c1ccco1,0%,0%,-10%,i,2.1,1.1,-10%,1.9%,-12,-10,3%
CC(C)(C)c1nc(SCC(=O)NCc2ccco2)c2ccccc2n1,7%,-8%,-6%,i,1.7,1.1,-3.9%,1.4%,-36,9,9%
CC(=O)C1=C(C)Nc2ncnn2C1c1ccc(C)cc1 (stereo unspecified),0%,x,-2%,i,0.1,x,x,2.1%,x,x,x
Cc1cc(C)cc(OCC(=O)OCC(=O)NCc2cccs2)c1,-1%,4%,-19%,i,0.9,1.1,1.5%,0.9%,-11,-1,0%
CCOC(=O)Cc1csc(NC(=O)CSc2nnc(-c3ccc(F)cc3)o2)n1,1%,-6%,1%,i,1.8,1.2,0.8%,-0.3%,-17,-9,-7%
CC(=O)Nc1ccc(Nc2nc3ccccc3n3cnnc23)cc1,-2%,x,3%,i,0.5,x,x,3.9%,x,x,x
O=C(CNS(=O)(=O)c1ccc(Br)cc1)N1CCN(c2ccc(F)cc2)CC1,2%,3%,8%,i,1.9,1.1,-7.7%,13%,26,12,1%
COc1ccc(N=Nc2ccc(O)c(P(=O)(c3ccccc3)c3ccccc3)c2)cc1,-5%,x,8%,i,0.3,x,x,1.3%,x,x,x
CCN1C(=O)CC(Sc2ccccc2N)C1=O (stereo unspecified),0%,8%,3%,i,0.5,1,1.0%,1.1%,11,0,2%
CC1(c2ccc([N+](=O)[O-])cc2)CC(C)(C)N(C(=O)c2ccccc2)c2ccccc21 (stereo unspecified),-6%,15%,25%,x,x,1.1,-0.2%,x,77*,21*,4%
Cc1cc(C)n(-c2ccc(C(=O)OCC(=O)Nc3ccc(Cl)c(S(=O)(=O)N(C)C)c3)cc2)n1,2%,4%,5%,i,2.8,1.1,-1.8%,0.4%,7,1,-1%
O=C(CSc1nnc(-c2ccco2)o1)c1ccccc1Cl,-4%,11%,-2%,i,0.8,1.2,1.3%,9.4%,19,25,12%
CCc1nc(Nc2ccncc2)c2oc3ccccc3c2n1,-1%,8%,13%,i,4.0,1.1,4.7%,1.1%,9,5,17%
Fc1ccc(-c2ccnn2-c2ccccc2)cc1,-1%,x,5%,i,0.6,x,x,3.1%,x,x,x
N#CC(C(=O)c1ccc(S(=O)(=O)N2CCCCCC2)cc1)c1nc2ccccc2[nH]1 (stereo unspecified),1%,-1%,-4%,i,2.2,1.1,-7.1%,4.5%,3,1,-2%
O=C1c2cccnc2C(Nc2ccc(F)c(Cl)c2)N1Cc1cccs1 (stereo unspecified),17%,2%,8%,i,0.1,1.1,-2.4%,18%,11,-10,6%
COc1ccc(OC)c(Nc2cc(C(=O)NCCCN3CCOCC3)c3ccccc3n2)c1,1%,5%,0%,i,0.7,1,-4.9%,-1.2%,5,2,10%
N=c1n(CCN2CCCCC2)c2ccccc2n1CC(O)c1ccc(Cl)c(Cl)c1 (stereo unspecified),-5%,-15%,17%,x,x,1,-8.9%,-2.7%,-11,3,-18%
Cc1cc(F)c(F)c(C(=O)NC2CC2)c1Cl,1%,8%,0%,i,0.6,1.1,-2.8%,0.9%,-10,-8,5%
COc1ccc(C(=O)NCc2nnc(SCC(=O)NC3CCCC3)o2)cc1,-5%,x,4%,i,4.1,x,x,0.8%,x,x,x

# Of the compounds above, these contain an aryl methoxy group.
SMILES,Siah-1 displacement,human PMI inhibition,PhoP inhibition,Myeloid diff 2,Myeloid diff 2 GFP+ MAC1+ %,TNAP activators,XIAP antagonists,RSV CPE inhibition,WT yeast gro inh,WT yeast gro inh mutant strain,human PMI inhibitors
COc1ccc(N=Nc2ccc(O)c(P(=O)(c3ccccc3)c3ccccc3)c2)cc1,-5%,x,8%,i,0.3,x,x,1.3%,x,x,x
COc1ccc(OC)c(Nc2cc(C(=O)NCCCN3CCOCC3)c3ccccc3n2)c1,1%,5%,0%,i,0.7,1,-4.9%,-1.2%,5,2,10%
COc1ccc(C(=O)NCc2nnc(SCC(=O)NC3CCCC3)o2)cc1,-5%,x,4%,i,4.1,x,x,0.8%,x,x,x

# More results:
SMILES,Siah-1 displacement,human PMI inhibition,PhoP inhibition,Myeloid diff 2,Myeloid diff 2 GFP+ MAC1+ %,TNAP activators,XIAP antagonists,RSV CPE inhibition,WT yeast gro inh,WT yeast gro inh mutant strain,human PMI inhibitors
O=C(CSc1nc2ncccc2[nH]1)Nc1c(F)cc(F)cc1Br,13%,x,-5%,i,0.5,x,x,1.1%,x,x,x
CSc1ncnc2sc(C)c(C)c12,-1%,-24%,-2%,i,0.0,1.1,-9.8%,3.7%,12,18,-13%
O=C(O)Cn1cc(/C=C2/NC(=O)N(c3ccc(Cl)cc3)C2=O)c2ccccc21,8%,-21%,1%,i,1.9,1.1,-4.0%,0.8%,2,-2,-8%
CC(C)Cn1c(-c2ccco2)n[nH]c1=S,4%,8%,-14%,i,8.1,0.8,0.9%,1.7%,-5,6,6%
COc1ccc(C(=O)Nc2cccc3c2CCCC3)cc1OC,7%,x,-4%,i,0.1,x,x,0.2%,x,x,x
CC(=O)Nc1ccc(S(=O)(=O)NC2CCSc3ccccc32)cc1 (stereo unspecified),1%,x,3%,i,0.7,x,x,3.1%,x,x,x
O=C(COc1ccc(Cl)cc1)NCCS(=O)(=O)N1CCN(c2ccccc2F)CC1,2%,x,-1%,i,0.0,x,x,3.5%,x,x,x
COc1ccc(NC(=S)NNC(=S)Nc2cccc(C(F)(F)F)c2)cc1,0%,x,7%,i,0.0,x,x,17%,x,x,x
CN1C(=O)CC(=O)N(C)c2cc(S(=O)(=O)N(C)Cc3ccccc3)ccc21,-2%,x,-5%,i,0.8,x,x,0.9%,x,x,x
O=C(/C=C/c1ccccc1)Nc1ccc(Br)cn1,0%,-5%,1%,x,x,1.1,-12%,-1.8%,6,10,-6%
C=CCOC(=O)C1=C(C)NC(=O)NC1C1CC=CCC1 (stereo unspecified),1%,-5%,-2%,i,0.8,1.1,-2.2%,-0.3%,-8,-2,-1%
CCOC(=O)CCC(=O)N1CCOCCN(C(=O)CCC(=O)OCC)CCOCC1,0%,-4%,11%,i,0.6,1.1,-0.7%,2.8%,-16,-2,-3%
CC[n+]1c(C)n(-c2ccccc2)c2ccc(C(=O)OC)cc21,0%,2%,8%,i,0.5,1.1,1.5%,0.3%,-6,-6,4%
O=C(c1ccco1)N1CCN(c2ccc([N+](=O)[O-])cc2F)CC1,0%,x,-5%,i,1.1,x,x,1.3%,x,x,x
CCS(=O)(=O)n1nc(-c2ccccc2)nc1N,0%,-2%,0%,i,3.3,1,-2.1%,1.2%,-4,-4,6%
Cc1cc(NC(=O)CSc2nnc(NC(=O)C3CC(=O)N(c4ccccc4)C3)s2)no1 (stereo unspecified),14%,-10%,6%,i,2.2,1,-0.9%,0.1%,8,1,-7%
CC1CCN(S(=O)(=O)c2cccc(C(=O)Nc3nccs3)c2)CC1,-1%,7%,12%,i,7.4,1.1,-6.1%,0.4%,6,4,1%
CCN1CCN(S(=O)(=O)c2cccc([N+](=O)[O-])c2)CC1,0%,13%,1%,i,0.5,1,-0.5%,-0.5%,3,6,17%
CC(NC(=O)C1CCN(S(=O)(=O)c2ccc3nc4c(c(C(=O)O)c3c2)CCCC4)CC1)c1ccccc1 (stereo unspecified),5%,x,-8%,i,2.9,x,x,1.3%,x,x,x
Cc1ccc(S(=O)(=O)N(CC(=O)N2CCc3ccccc3C2)c2ccc(Cl)c(Cl)c2)cc1,11%,16%,5%,i,2.4,1.5,-4.0%,11%,-11,14,5%
COC(=O)c1cc(OC)c(OC)cc1NC(=S)N1CCN(c2ccccc2)CC1,1%,13%,7%,i,7.9,1.1,-2.0%,2.5%,35,46,8%
O=C(NCCN1CCOCC1)c1ccc2c(c1)N(Cc1ccccc1)C(=O)c1ccccc1S2,2%,x,-3%,i,3.9,x,x,-1.1%,x,x,x
COCCCN=Cc1c(C)[nH]n(-c2ccc(Br)cc2Br)c1=O,-4%,-25%,-4%,i,0.4,1.1,-1.1%,-1.1%,1,8,-10%
CCOC(=O)N1CCOCCOCCN(C(=O)OCC)CCOCC1,11%,13%,-4%,i,0.8,1.1,-14%,3.7%,2,-18,15%
COc1cc(C(=O)N2CCN(c3ccc([N+](=O)[O-])cc3)CC2)ccc1OCc1c(C)noc1C,1%,-3%,10%,i,1.1,1,-6.4%,0.3%,-12,-1,-4%
CCN(C1CCCCC1)S(=O)(=O)c1ccc(OC)c(C)c1,2%,8%,-6%,i,1.5,1.1,-2.1%,3.8%,0,19,7%
CCOc1ccccc1NC(=O)C1(S(=O)(=O)c2ccc(Cl)cc2)CC1,-2%,x,2%,i,2.8,x,x,15%,x,x,x
O=C(CN1CCN(c2ccccc2)CC1)Nc1c(C(=O)C2CC2)oc2ccccc12,-7%,0%,-1%,i,1.6,1,0.6%,5.2%,24,2,5%
O=C(c1ccc2ccccc2n1)N1CCN(c2ccccn2)CC1,-2%,x,-2%,i,0.9,x,x,0.8%,x,x,x
CC(C)(C)OC(=O)NNc1c2ccccc2nc2ccccc12,2%,x,5%,i,1.0,x,x,16%,x,x,x
CC(=O)N(C)c1ccc(NC(=O)Nc2ccc(C)cc2)cc1,-3%,-3%,-3%,i,0.3,1.1,-9.5%,0.7%,5,11,1%
COc1cccc(N(C(=O)C2COc3ccccc3O2)C(C(=O)NC2CCCCC2)c2ccc(O)cc2)c1 (stereo unspecified),0%,-1%,-18%,x,x,1,-11%,1.4%,4,15,6%
CCOC(=O)CN1CCC(c2ccccc2)CC1,4%,2%,0%,i,0.4,1.1,-4.4%,1.4%,9,6,0%
O=C(CN1C(=O)c2ccccc2S1(=O)=O)c1ccccc1Cl,2%,x,-6%,i,1.1,x,x,-0.6%,x,x,x
Cc1cc(NCCc2ccccc2F)n2ncnc2n1,4%,-12%,-2%,i,0.6,1.1,-1.5%,0.6%,-14,-12,-12%
O=C(COC(=O)COc1ccc(Cl)cc1)NCc1cccs1,2%,16%,-10%,i,1.2,1.1,-12%,1.1%,-11,-5,11%
CC(=O)Oc1ccc(NC(=O)C2CCCCC2)c(C(=O)O)c1,2%,-3%,-7%,i,1.0,0.9,-9.7%,2.1%,12,7,-11%
O=C(c1cc(-c2cccs2)on1)N1CCCCC1,7%,7%,-2%,i,0.3,1,-1.5%,2.2%,-22,-10,9%
Cc1cc(C)nc(NC(=O)c2cc(-c3ccc(C)s3)nc3ccccc23)c1,-2%,8%,6%,i,1.2,1,-0.2%,2.3%,22,9,14%
O=C(/C(=C/O)N=Nc1cccc(C(F)(F)F)c1)c1ccccc1,-4%,-2%,-1%,i,0.1,1.1,-6.5%,18%,95*,69*,-4%
O=C(O)c1ccc(N2N=C(c3ccccc3)CC2c2ccccc2)cc1 (stereo unspecified),-1%,x,-6%,i,0.6,x,x,14%,x,x,x
